Source: PubChem BioAssay (National Center for Advancing Translational Sciences (NCATS))
RXFP1 agonist: activates the human relaxin receptor RXFP1; Q9HBX9; HEK293T-RXFP1 cAMP TR-FRET, 30 min; response scale: percent of porcine relaxin response, buffer zero; Potency, µM (series often up to 57.5 µM), without a hit: top-dose activation, most hits filed as activators; 370,000 compounds, 0.3% hits; note: potency is the fitted concentration of half-maximal effect; % is set by controls: 0 for no effect and ±100 for the full control effect; nearly all actives have a fitted effect of over 60% in size; many of its hits are not listed in these tables
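cAMP rise read by TR-FRET after 30 min, 37C compound exposure (up to 58 uM) in RXFP1-transfected HEK293 cells with Ro 20174 present. EC50 from Hill-equation fits, with 29 nM porcine relaxin as 100% and buffer as basal.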
GRP78 ERSR act: induces the endoplasmic reticulum stress response in human glioma cells. U87-MG GRP78 promoter luciferase reporter, 16 h. 420,000 compounds, 0.02% hits. Potency, µM, without a hit: at the top dose activation, usual class: activators. AID 602332; note: potency is the fitted concentration of half-maximal effect; series mostly up to about 76 µM; % of control where 0% means no effect; nearly all actives have a fitted effect of over 35% in size
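Stably transfected U87-MG glioma cells carrying a GRP78-based luciferase sensor; 16 h compound incubation. Luminescence end-point read 10 min after Bright-Glo addition at room temperature.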
PI4K2A inh: blocks human PI4K2A kinase activity. purified PI4K2A, ADP-Glo luminescence, 1 h; stronger effect = lower value. activity change, negative = inhibition, % at 76.9 µM. 420,000 compounds, 0.13% hits. AID 1346378; in the data active = activity change below about -50%; inconclusive = mostly about -30% to -49%;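 note: -100% = wells without enzyme as full effect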
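Compounds are screened against recombinant PI4K2A using PI as substrate and ATP, the latter dispensed at 300 microM. Reactions run one hour at ambient temperature before ADP-Glo detection; full inhibition defined by wells lacking enzyme.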
LDHA inh: inhibitors of human lactate dehydrogenase A; 480,000 compounds, 0.15% hits; P00338; activity change, % (values are at about 110 or 230 µM); purified LDHA, NADH/diaphorase-resazurin fluorescence; stronger effect = lower value; in the data active = activity change below about -30%; inconclusive = mostly about -25% to -30%;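 note: plate controls were DMSO wells for no effect and wells without enzyme for full effect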
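Human LDH5 (2 nM) was incubated with 0.06 mM NADH and 0.2 mM pyruvate for 5 min at room temperature in Tris pH 7.4. Remaining NADH was coupled through diaphorase/resazurin, and resorufin fluorescence was read at 0 and 20 min.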
Vif-APOBEC3F blk: Vif-A3F binding inhibition | HeLa A3F-eYFP + Vif (tagged APOBEC3F with the HIV-1 protein that degrades it), YFP fluorescence increase | Potency, µM (top dose mostly 46.1 µM), without a hit: top-dose activity, negative = active | 390,000 compounds, 0.2% hits; note: potency is the fitted concentration of half-maximal effect; % of control where 0% means no effect; nearly all actives have a fitted effect of over 65% in size
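HeLa cells stably expressing A3F-eYFP plus Vif, plated and incubated overnight at 37 deg C, then exposed to compounds overnight at 37 deg C. Blocked degradation read as raised yellow fluorescence (Ex 488/Em 500-530).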
TrxR1 substrate: rat thioredoxin reductase 1 substrate activity; purified TrxR1 substrate turnover, NADPH consumption readout; Potency, µM (top dose mostly 114 µM), inactives show at the top dose activity change, negative = substrate turnover; 390,000 compounds, 0.01% hits; note: potency is the fitted concentration of half-maximal effect; % is set by controls: 0 for no effect and ±100 for the full control effect; nearly all actives have a fitted effect of over 50% in size
Target sequence (O89049 whole entry, looked up): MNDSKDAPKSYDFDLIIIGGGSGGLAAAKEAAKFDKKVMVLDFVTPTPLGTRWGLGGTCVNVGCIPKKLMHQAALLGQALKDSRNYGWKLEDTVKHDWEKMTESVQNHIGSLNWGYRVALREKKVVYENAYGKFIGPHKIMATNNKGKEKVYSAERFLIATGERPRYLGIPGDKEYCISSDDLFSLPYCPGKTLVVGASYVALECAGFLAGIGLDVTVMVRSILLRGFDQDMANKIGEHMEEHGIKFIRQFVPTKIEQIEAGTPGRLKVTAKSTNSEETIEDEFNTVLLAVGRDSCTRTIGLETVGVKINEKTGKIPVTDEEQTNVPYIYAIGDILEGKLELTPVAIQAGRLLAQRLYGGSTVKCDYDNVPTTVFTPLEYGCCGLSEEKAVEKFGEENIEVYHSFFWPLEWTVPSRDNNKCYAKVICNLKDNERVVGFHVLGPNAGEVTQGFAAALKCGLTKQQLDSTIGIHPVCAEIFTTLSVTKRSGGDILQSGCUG
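Rat TrxR1, dispensed at 90 nM, was prereduced with 400 uM NADPH (final) for 5 min at ~22 deg C, then incubated with compound 15 min before 400 uM selenite. A first-read NADPH fluorescence drop versus no-compound background flagged substrates.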
IDH1 R132H inh: blocks human mutant IDH1 R132H enzyme; AID 602179; Potency, µM (top dose mostly 76.6 µM), without a hit: at the top dose activity change, negative = inhibition, actives largely listed as inhibitors; 390,000 compounds, 0.093% hits; IDH1-R132H enzyme, NADPH consumption, diaphorase/resazurin fluorescence; O75874; note: potency is the fitted concentration of half-maximal effect; % is set by controls: 0 for no effect and ±100 for the full control effect; nearly all actives have a fitted effect of over 65% in size
Target sequence (O75874 whole entry R132H, stated change not applied): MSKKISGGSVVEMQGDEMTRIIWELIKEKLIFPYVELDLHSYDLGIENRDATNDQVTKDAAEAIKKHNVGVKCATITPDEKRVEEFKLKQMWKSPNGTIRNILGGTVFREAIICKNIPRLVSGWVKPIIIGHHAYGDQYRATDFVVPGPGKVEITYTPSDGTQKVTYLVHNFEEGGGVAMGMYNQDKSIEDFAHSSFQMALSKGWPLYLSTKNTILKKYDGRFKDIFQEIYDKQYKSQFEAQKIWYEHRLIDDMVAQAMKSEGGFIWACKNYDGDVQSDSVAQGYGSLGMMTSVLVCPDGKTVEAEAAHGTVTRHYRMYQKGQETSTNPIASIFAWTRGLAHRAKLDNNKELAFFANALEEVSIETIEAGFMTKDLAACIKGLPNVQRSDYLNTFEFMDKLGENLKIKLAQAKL
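IDH1-R132H (0.5 ug/mL) preincubated 30 min with compound, then NADPH (0.016 mM) and alpha-KG (2 mM) added; 80 min at RT, pH 7.5. Remaining NADPH coupled via diaphorase/resazurin to fluorescence (540/590 nm); concentration-response curves normalized to no-enzyme control.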
Vif-APOBEC3G blk: inhibitors of Vif-APOBEC3G interaction | Q9HC16 | HeLa A3G-eYFP + Vif (tagged APOBEC3G with the HIV-1 protein that degrades it), YFP fluorescence, overnight | Potency, µM (doses to about 46.1 µM), for inactives: at the top dose activity, negative = active, most hits filed as inhibitors | 410,000 compounds, 0.076% hits | AID 602310;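 note: potency is the fitted concentration of half-maximal effect; % is set by controls: 0 for no effect and ±100 for the full control effect; nearly all actives have a fitted effect of over 60% in size; hits raise eYFP signal because A3G escapes Vif-driven loss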
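HeLa cells stably expressing Vif and C-terminally eYFP-tagged A3G, seeded overnight at 37 deg C, then exposed to compound by pintool overnight at 37 deg C. Rise in yellow fluorescence (Ex 488/Em 500-530, Acumen) marks blocked Vif-driven A3G degradation.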
USP1-UAF1 inh: blocks the human USP1/UAF1 deubiquitinase complex; O94782; recombinant USP1/UAF1, Ub-Rhodamine cleavage fluorescence; Potency, µM (series often up to 57.1 µM), inactives show top-dose activity change, negative = inhibition, hits mostly inhibitors; 390,000 compounds, 0.23% hits; AID 743255; note: potency is the fitted concentration of half-maximal effect; % is set by controls: 0 for no effect and ±100 for the full control effect; nearly all actives have a fitted effect of over 60% in size; inactives centre near -12
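Step one: compound is pinned into 1nM USP1/UAF1 in HEPES pH 7.8 buffer with TCEP. Step two: 15 min room-temperature incubation. Step three: Ub-Rho (150nM final) starts cleavage, tracked by fluorescence over six one-minute reads.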
Starred values were filed as active, the others as inactive; ? = inconclusive; · = not tested or not shown; & = joins results of further samples; [ ] = another dose, or the depositor's remark. Unless noted, calls come from the whole dose curve; as a rule, active = well fitted curve in the direction sought with a large enough effect; inconclusive = small, poorly fitted or top-dose-only effect, or another doubt; inactive = no such curve, though single readings can be large; an effect the other way counts as inactive or inconclusive. These rows are one share of the data; rates above refer to the full screens.

SMILES | RXFP1 agonist | GRP78 ERSR act | PI4K2A inh | LDHA inh | Vif-APOBEC3F blk | TrxR1 substrate | IDH1 R132H inh | Vif-APOBEC3G blk | USP1-UAF1 inh
O=C(COC(=O)/C=C/c1ccc(S(=O)(=O)N2CCc3ccccc32)cc1)NC1CCS(=O)(=O)C1 (stereo not drawn) | -0.2% | -2% | -2 | -6 | -5% | 10%[57.1 µM] | 3% | -2% | -22%
O/N=C/c1ccccc1Oc1ccccc1 | -0.6% | -5% | -5 | -1 | -1% | -5%[57.1 µM] | 6% | -9% | -23%
S=c1[nH]nc(-c2cccnc2)o1 | 9.1% | -2% | 1 | -1 | -1% | -6%[57.1 µM] | 3% | 0% | -7%
O=C1CN(O)C=C2N=c3ccccc3=C2N1c1ccc([N+](=O)[O-])cc1 | 0.0% | -1% | 1 | -3 | 6% | 7%[0.0914 µM] | -2% | -9% | -22%
CCCCN(C)CCNC(=O)c1ccc2c(=O)n(CCc3ccccc3)c(=O)[nH]c2c1 | -1.7% | -1% | -6 | -2 | -7% | 8% | -3% | 2% | ?
COc1cc(-c2cc3nc(NCCc4ccc(S(N)(=O)=O)cc4)ccn3n2)cc(OC)c1OC | · | -1% | 5 | -3 | · | · | · | -25% | ·
Cc1ccc(N2CC(C(=O)Nc3nnc(SCC(=O)Nc4nc(C)cs4)s3)CC2=O)cc1 (stereo not drawn) | 3.7% | 2% | 6 | -4 | 0% | 1% | 2% | -13% | -10%
CC(Oc1cccc(F)c1)C(=O)/C=C\N(C)C (stereo not drawn) | 0.3% | -2% | -1 | -2 | 2% | -10% | 0% | 0% | -7%
CCN(CC)S(=O)(=O)c1ccc(NC(=O)c2cc(-c3ccccc3)nc3ccccc23)cc1 | 1.8% | -4% | 7 | 0 | -10% | -20%[57.1 µM] | 4% | 2% | -21%
O=C(Cc1ccccc1[N+](=O)[O-])NCc1ccc2c(c1)OCO2 | 4.2% | -2% | -1 | 3 | 2% | -7% | 4% | 0% | -16%
CCOC(=O)C1CCN(Cc2ccc(OCc3ccccc3)c(OC)c2)CC1 | 1.7% | -4% | -9 | -4 | -5% | -9% | -11% | 1% | -17%
O=C(CN(c1ccccc1)S(=O)(=O)c1ccccc1[N+](=O)[O-])N1CCCC1 | -0.2% | -3% | -2 | -8 | -12% | 1% | 5% | 2% | ?
Cc1ccc[n+](CC(=O)Nc2c(Cl)cc(Cl)cc2Cl)c1 | -0.7% | -2% | 3 | -16 | -5% | 6% | -2% | 1% | -12%
Nc1cc(=O)[nH]c(SCc2cccc(Cl)c2)n1 | 1.4% | 1% | -6 | 0 | 4% | -10% | 7% | -3% | -8%
COc1cc(/C=N/NC(=O)CNC(=O)c2ccncc2)ccc1OC(C)=O | -0.6% | 0% | -1 | -2 | 2% | 3% | 15% | 4% | -17%
CCOc1ccc(S(=O)(=O)NC(=O)c2ccccc2)cc1 | -0.1% | 2% | -4 | -18 | 0% | 4% | -2% | 4% | -6%
Cc1ccc(Nc2nnc(-c3ccc(C)c(S(=O)(=O)N4CCOCC4)c3)c3ccccc23)c(C)c1 | -1.3% | 0% | 0 | -14 | -10% | 5% | -11% | -3% | -24%
COc1ccc(NC2CCCN(C(=O)CCN3CCCC3=O)C2)cc1OC (stereo not drawn) | -0.4% | -5% | -4 | 29 | -3% | 0% | 13% | 0% | -21%
CCOC(=O)CN1C(=O)N[C@@H](c2ccccc2)[C@@H](C(=O)OC)[C@H]1C | · | 4% | -1 | -2 | 6% | 2% | -9% | -1% | -1%
COc1ccccc1NC(=O)C(CC(C)C)NC(=O)C1CCCCC1 (stereo not drawn) | -1.5% | -2% | 5 | -3 | -8% | 11% | 2% | -4% | -18%
O=C(COC(=O)c1ccccc1O)Nc1cc([N+](=O)[O-])ccc1Cl | 1.2% | -2% | 4 | -5 | 1% | -1% | -4% | 2% | -6%
NC(=O)c1ccsc1NC(=O)COC(=O)C1CC2CCCC(C1)C2=O (stereo not drawn) | 2.9% | -4% | 24 | 0 | -13% | -4% | -9% | -5% | -1%
COc1ccc(Cl)cc1NS(=O)(=O)c1cc(Br)cc2c1N(C(=O)C1CC1)CC2 | 1.2% | -2% | 2 | 0 | -1% | -3% | 0% | 2% | ?
Cc1ccc(CNC(=O)CSc2cc(C)[nH]c(=O)n2)cc1 | -0.9% | -2% | -19 | -8 | -21% | -1%[57.1 µM] | -10% | -1% | -2%
Cc1cccc(S(=O)(=O)NC(=O)C2(C)CCN2C(=O)Cc2ccsc2)c1 (stereo not drawn) | · | -2% | 0 | -8 | · | · | · | -1% | ·
CCOc1cccc(C(=O)Nc2ccc3oc(-c4ccncc4)nc3c2)c1 | 14% | -1% | -2 | 9&-8 | ? | 23% | 0% | -15% | ?
c1csc(-c2nc(-c3ccc(-c4ccon4)s3)no2)c1 | 3.1% | -3% | 1 | -4 | 11% | 9% | 0% | -2% | -11%
CC(=O)Nc1nonc1-c1nnc(SCC(=O)Nc2c(C)cccc2C)n1-c1ccccc1 | -0.9% | -3% | -3 | -13 | 1% | 5% | -3% | 2% | ?
COc1ccc(N2CC(c3nc(-c4ccccc4C)no3)CC2=O)cc1Cl (stereo not drawn) | -1.5% | -2% | 13 | 4 | 3% | -2%[57.1 µM] | 18% | 3% | ?
Cc1cc(C)cc(NC(=O)CSc2nnc(-c3cc4occc4n3C)n2-c2ccccc2C)c1 | 3.6% | 1% | -2 | 0 | -5% | -7% | 6% | 2% | -17%
COc1ccc(-c2[nH]ncc2CN2CCN(c3ccccn3)CC2)c(OC)c1 | -1.7% | -1% | 5 | 3 | 0% | 5% | 11% | -2% | -22%
Cc1ccc(C2c3[nH]c4ccccc4c3C[C@H]3C(=O)N(c4ccccc4C(=O)N4CCC[C@@H]4C(=O)O)C(=O)N23)cc1 (stereo partly drawn) | 2.3% | -2% | -3 | -3 | -6% | 9% | -2% | -3% | -17%
O=C(Cc1c(O)c2ccccc2[nH]c1=O)NCc1ccccc1F | 3.3% | -3% | 5 | -10 | -12% | 16%[57.1 µM] | 1% | -4% | -6%
COCCNc1oc(Cc2cccc3ccccc23)nc1C#N | 0.3% | 0% | 1 | -4 | 6% | -2% | 4% | -6% | -21%
Cc1cccc(N2CCN(C(=O)c3cccc(N4CCCC4=O)c3)CC2)c1C | 1.8% | -2% | -3 | -3 | 1% | -1% | 15% | ? | -31%
Cc1ccc(S(=O)(=O)NCc2ccc(C(=O)NC3CC3)cc2)cc1 | 1.8% | -4% | 2 | -5 | -9% | -11% | 3% | -2% | -5%
COc1ccc2c(=O)c3c(=O)n(Cc4ccco4)c(-c4ccc(C)cc4)nc3oc2c1 | 0.0% | 15% | -17 | -3 | 3% | -4% | -8% | 1% | -11%
Cc1cccc(-c2nc(CSCC(=O)N3CCN(c4ccccn4)CC3)c(C)o2)c1 | -2.3% | -6% | 2 | -1 | -2% | 9% | 6% | -1% | -6%
CN(CC(=O)NC(=O)NC1CCCCC1)CC(=O)Nc1ccccc1C(F)(F)F | · | -2% | -2 | -1 | -4% | · | 0% | 0% | -24%
COc1ccc(S(=O)(=O)N2CCN(C(=O)Cc3ccsc3)CC2)cc1 | -2.1% | -8% | -1 | -2 | 3% | 1% | 0% | -1% | -12%
CC1CN(S(=O)(=O)c2cccc(C(=O)NCCCn3ccnc3)c2)CC(C)O1 (stereo not drawn) | 1.0% | -4% | -1 | -9 | 3% | 3% | -4% | 3% | -18%
Cc1cc(/C([O-])=C(/C(=S)Nc2ccccc2)[n+]2ccccc2)c(C)n1-c1ccccc1 | 1.9% | -9% | 0 | 4 | -1% | -4%[57.1 µM] | -3% | 1% | -3%
CCSc1nc2ccccc2n1C(=O)/C=C\c1ccc(OC)c(OC)c1 | 5.3% | -12% | 28 | 2 | -15% | -1% | 6% | ? | -18%
COc1ccc(NC(=O)CSc2nncn2C)cc1OC | -0.6% | -3% | -1 | 1 | 11% | 1% | 1% | -9% | -18%
COc1cccc(CN2C(=NC(=O)CCC3CCCC3)SC3CS(=O)(=O)CC32)c1 (stereo not drawn) | -0.1% | -4% | 12 | -3 | 0% | -2%[57.1 µM] | 5% | 5% | -10%
CCC(C)[C@@H](NC(=O)OC(C)(C)C)c1nnc(S(=O)(=O)Cc2cccc(C)c2)o1 (stereo partly drawn) | 1.1% | -15% | 45 | -5 | -10% | -15% | 1% | -20% | -16%
CCN1CCN(C(=O)c2cnn(-c3ccc(F)cc3)c2-n2cccc2)CC1 | 2.9% | -5% | -1 | 6 | 10% | ? | 1% | 0% | -20%
CSCC(=O)NC1CCCc2c1cnn2-c1ccc(C)c(C)c1 (stereo not drawn) | -0.4% | 4% | -10 | 1 | -7% | 12% | 10% | 2% | -6%

2 entries picked at random from those above, as already listed:
SMILES | RXFP1 agonist | GRP78 ERSR act | PI4K2A inh | LDHA inh | Vif-APOBEC3F blk | TrxR1 substrate | IDH1 R132H inh | Vif-APOBEC3G blk | USP1-UAF1 inh
COc1ccc(NC(=O)CSc2nncn2C)cc1OC | -0.6% | -3% | -1 | 1 | 11% | 1% | 1% | -9% | -18%
O=C(Cc1c(O)c2ccccc2[nH]c1=O)NCc1ccccc1F | 3.3% | -3% | 5 | -10 | -12% | 16%[57.1 µM] | 1% | -4% | -6%
